Pol eta inh = blocks human DNA polymerase eta activity; Q9Y253; recombinant Pol eta, fluorescent DNA replication assay; Potency, µM (titrated, usually from 114 µM), for inactives: at the highest dose activity change, negative = inhibition, actives largely listed as inhibitors; 390,000 tested, 1.2% active; AID 588591; note: potency is the fitted concentration of half-maximal effect; % is set by controls: 0 for no effect and ±100 for the full control effect
Target sequence (Q9Y253 whole entry, looked up): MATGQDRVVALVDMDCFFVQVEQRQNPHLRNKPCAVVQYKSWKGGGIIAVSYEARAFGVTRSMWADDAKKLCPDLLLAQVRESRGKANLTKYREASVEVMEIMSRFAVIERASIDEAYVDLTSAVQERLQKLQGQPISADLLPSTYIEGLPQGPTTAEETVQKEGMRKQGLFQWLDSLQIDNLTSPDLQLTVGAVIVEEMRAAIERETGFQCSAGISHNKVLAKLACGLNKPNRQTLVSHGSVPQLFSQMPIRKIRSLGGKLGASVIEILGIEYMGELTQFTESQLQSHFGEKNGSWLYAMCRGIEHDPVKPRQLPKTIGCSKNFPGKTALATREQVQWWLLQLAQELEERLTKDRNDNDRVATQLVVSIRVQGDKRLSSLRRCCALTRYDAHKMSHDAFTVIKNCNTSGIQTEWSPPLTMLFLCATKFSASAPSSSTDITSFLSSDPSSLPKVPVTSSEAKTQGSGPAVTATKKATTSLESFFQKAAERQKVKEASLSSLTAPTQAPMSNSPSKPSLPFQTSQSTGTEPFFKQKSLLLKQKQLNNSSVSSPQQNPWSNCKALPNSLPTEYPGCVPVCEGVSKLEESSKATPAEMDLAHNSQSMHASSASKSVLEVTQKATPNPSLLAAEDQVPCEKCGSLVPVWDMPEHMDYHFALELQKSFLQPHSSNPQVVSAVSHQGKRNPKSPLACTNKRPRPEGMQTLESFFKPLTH
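Pol eta (10 nM) was preincubated with compounds for 15 min at room temperature, after which fluorescent replication substrate (50 nM final) was added to start the reaction. Fluorescence was read kinetically at 0 and 10 min.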
LDHA block = LDHA (human) enzyme inhibition; purified LDHA, NADH/diaphorase-resazurin fluorescence; hits give low values; activity change, % (values are at about 110 or 230 µM); 480,000 tested, 0.15% active; AID 1347041; in the data active = activity change below about -30%; inconclusive = mostly about -25% to -30%;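 note: plate controls were DMSO wells for no effect and wells without enzyme for full effect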
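Enzyme activity of human lactate dehydrogenase 5 (2 nM; 0.06 mM NADH, 0.2 mM pyruvate, 5 min, RT) is measured via a resazurin/diaphorase fluorescence readout of residual NADH.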
POLK inh = inhibitors of human DNA polymerase kappa. Q9UBT6. purified Pol kappa, fluorescent DNA synthesis assay, 10 min. Potency, µM (doses to about 107 µM), without a hit: top-dose activity, negative = inhibition, most hits filed as inhibitors. 400,000 tested, 0.53% active. AID 588579; note: potency is the fitted concentration of half-maximal effect; % is set by controls: 0 for no effect and ±100 for the full control effect
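First, compounds were pin-transferred onto 10 nM Pol kappa. After 15 min at room temperature, substrate was added to 50 nM final. Fluorescence was then measured kinetically at 0 and 10 min.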
RGS4 inh = human RGS4 inhibition; P49798; AID 504845; 390,000 tested, 0.039% active; Potency, µM (series often up to 114 µM), inactives show at the highest dose activity change, negative = inhibition, hits mostly inhibitors; Transcreener GDP fluorescence polarization, RGS4-accelerated GTP hydrolysis; note: potency is the fitted concentration of half-maximal effect; % is set by controls: 0 for no effect and ±100 for the full control effect; nearly all actives have a fitted effect of over 75% in size; some results filed as inactive show a strong effect at the top dose
Target sequence (P49798 whole entry, looked up): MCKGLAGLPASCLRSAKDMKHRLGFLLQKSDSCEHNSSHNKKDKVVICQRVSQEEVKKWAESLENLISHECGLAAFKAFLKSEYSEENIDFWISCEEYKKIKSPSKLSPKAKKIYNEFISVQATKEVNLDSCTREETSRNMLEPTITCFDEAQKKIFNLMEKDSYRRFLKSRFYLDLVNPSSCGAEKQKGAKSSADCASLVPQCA
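MLSMR compounds (23 nl, pin-transferred) preincubated 10 min at room temperature with a 500nM (2x) first reagent, then RGS4 at 900nM (2x) plus Transcreener GDP mix added; fluorescence polarization (620/688 nm) read before and after 90 min at 30 °C.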
ERG Ets-DNA blk = ERG Ets/DNA interaction inhibition; fluorescence polarization, His-ERG Ets domain / labelled DNA; Potency, µM (doses to about 76.9 µM), inactives show top-dose FP activity, negative = inhibition, hits mostly inhibitors; 370,000 tested, 0.028% active; active = well fitted inhibition curve with a large enough effect in the polarisation, with a control signal flat; inconclusive = small, poorly fitted or top-dose-only effect, or effect the other way, or a change in a side signal; inactive = no such curve, though single readings can be large or run the other way; the % refers to the polarisation;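 note: polarization taken with two DNA probes labelled with fluorescein and Texas red; potency is the fitted concentration of half-maximal effect; % of control where 0% means no effect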
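His-tagged ERG Ets domain (1 uM in the protein solution; 300mM KCl, 50mM Tris-HCl, 1mM EDTA, 1mM DTT, pH 7.5) received compound, then a probe mix of 5 nM fluorescein-DNA and 100nM Texas-615-DNA. Fluorescence polarization was read for both dyes.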
Apoferritin bind = candidate novel general anesthetic via apoferritin binding | P02791 | AID 485281 | apoferritin/1-aminoanthracene competitive binding, fluorescence | 350,000 tested, 0.074% active | Potency, µM (top dose mostly 77.5 µM), for inactives: top-dose activity change, negative = displacement, actives largely listed as inhibitors; note: potency is the fitted concentration of half-maximal effect; % is set by controls: 0 for no effect and ±100 for the full control effect; nearly all actives have a fitted effect of over 20% in size
Target sequence (P02791 2-175 limits assumed): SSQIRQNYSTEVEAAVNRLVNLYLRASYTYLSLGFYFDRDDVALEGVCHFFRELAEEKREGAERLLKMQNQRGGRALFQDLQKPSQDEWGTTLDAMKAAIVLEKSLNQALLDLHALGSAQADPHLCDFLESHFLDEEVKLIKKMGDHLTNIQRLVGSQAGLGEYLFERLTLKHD
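Horse-spleen apoferritin (10 uM) in 50% saturated 1-aminoanthracene in PBS was incubated 10 min at room temperature with compound. Fluorescence (ex 380, em 535 nm) was normalized to free and bound 1-AMA, with concentration-response fitted by a four-parameter Hill equation.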
ALOX12 inh = ALOX12 (human) lipoxygenase inhibition; P18054; purified 12hLO, xylenol orange hydroperoxide absorbance; Potency, µM (top dose mostly 108 µM), without a hit: at the highest dose activity change, negative = inhibition, usual class: inhibitors; 580,000 tested, 1.1% active; note: potency is the fitted concentration of half-maximal effect; % is set by controls: 0 for no effect and ±100 for the full control effect
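Purified human 12hLO (150 nM final) in 25 mM Hepes, 0.01% Triton X-100, pH 7.0 was preincubated 15 min at room temperature with compound. Then 40 uM arachidonic acid was added, 30 min. Hydroperoxide was read by Fe-XO absorbance ratio 573/405 nm.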
POLB inh = DNA polymerase beta (human) inhibition. Pol beta primer extension/strand displacement, fluorescence kinetic. P06746. 340,000 tested, 1.3% active. AID 485314. Potency, µM (highest dose often 114 µM), without a hit: at the top dose activity change, negative = inhibition, hits mostly inhibitors; note: potency is the fitted concentration of half-maximal effect; % is set by controls: 0 for no effect and ±100 for the full control effect
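Pol beta (10 nM) was preincubated with compound for 15 min at room temperature. The reaction was then started with 50 nM substrate and read immediately and after a further 10 min at room temperature.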
APEX1 inh = APE1 (human) endonuclease inhibition; recombinant APE1, TAMRA/BHQ-2 abasic DNA cleavage fluorescence; Potency, µM (top dose mostly 65.8 µM), for inactives: at the top dose activity change, negative = inhibition, actives largely listed as inhibitors; 350,000 tested, 0.35% active; AID 2517;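 note: potency is the fitted concentration of half-maximal effect; plate controls were vehicle for no effect and reference inhibitor for full effect; nearly all actives have a fitted effect of over 55% in size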
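0.75 nM APE1 + cpd, 15 min RT; start w/ 50 nM TAMRA/BHQ-2 THF-abasic dsDNA; kinetic fluor 525/598 nm ×3 reads @60 s; Δ(read3−read1); normalized to DMSO and NSC13755 control wells.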
The depositor's hits bear a star; u = inconclusive; x = no result given; [ ] = dose if it differs, or a comment. Unless noted, calls come from the whole dose curve; as a rule, active = well fitted curve in the direction sought with a large enough effect; inconclusive = small, poorly fitted or top-dose-only effect, or another doubt; inactive = no such curve, though single readings can be large; an effect the other way counts as inactive or inconclusive. A portion of the library, so the mix of outcomes need not match the whole.

SMILES	Pol eta inh	LDHA block	POLK inh	RGS4 inh	ERG Ets-DNA blk	Apoferritin bind	ALOX12 inh	POLB inh	APEX1 inh
COc1ccc(Cl)cc1NC(=O)CCn1c(=O)c2cccn2c2ccccc21	-3.7%	-9.1	-2.0%	9.8%	4.6%	1.2%	0.0%	-3.1%	x
Cc1ccc(OCC(=O)N[C@@H](C)c2nnc3ccccn23)cc1C	-15.9%	2.4	15.3%	-15.6%	4.2%	-7.8%	-1.6%	26.8%	-8.4%
Cc1csc2nc(O)c(C(=O)NC3CCCCC3C)c(=O)n12 (centres undefined)	-12.5%	3.9	3.1%	0.4%	-2.3%	x	6.2%	x	2.3%
CC1CC(C)(C)CC2(C1)NC(=O)N(CC(=O)Nc1ccc3[nH]c(=O)[nH]c3c1)C2=O (centres undefined)	-20.9%	2.2	-5.0%	2.6%	-12.7%	x	65.0%[activator]	x	u
COc1ccc2nc(C)cc(N3CC(C)OC(C)C3)c2c1 (centres undefined)	-17.2%	-2.4	3.7%	-5.2%	9.8%	-4.4%	-15.1%	-1.1%	-4.1%
COc1ccc(CC(=O)NCCC(C)C)cc1S(=O)(=O)N1CCOCC1	-11.2%	-3.7	4.6%	-39.4%	11.0%	-2.2%	-2.2%	u	-1.0%
CC(C)(C)OC(=O)NNC(=O)Nc1ccccc1C(F)(F)F	-8.1%	-12.0	-0.1%	21.0%	-11.9%	-7.0%	-4.1%	49.8%[activator]	17.9%
CCN(CC)CC(=O)N(CC(=O)Nc1c(C)cc(C)cc1C)C1CCCCC1	-7.2%	-4.9	-14.1%	28.0%	-3.5%	-20.2%	-2.0%	3.1%	0.6%
CCN(CC(=O)Nc1ccccc1OC)C(=O)c1ccc(N(C)S(=O)(=O)c2ccc(C)cc2)cc1	-20.2%	-4.6	2.0%	-11.4%	-1.2%	x	8.2%	x	17.6%
CCOC(=O)c1c(N)sc2c1CCS(=O)(=O)C2	11.8%	-7.4	-4.5%	-44.8%	11.0%	-16.9%	u	-0.6%	15.0%
COc1ccc(-n2cnc3cc(N)ccc32)cc1	0.4%	3.1	-4.1%	-9.1%	x	-6.0%	3.4%	-1.5%	-1.1%
CCN(Cc1ccccc1)Cc1cc(OC)cc(OC)c1	-2.8%	2.1	-18.1%	16.1%	4.5%	-15.6%	-1.5%	2.1%	-1.0%
Cc1cccc(C)c1NC(=O)CSCc1cccc(CSCC(=O)Nc2c(C)cccc2C)n1	-2.9%	-4.8	-7.1%	5.9%[11.4 µM]	1.3%	-4.9%	-9.0%	u	3.7%
CCOc1ccc(-n2cc(-c3ccccc3)c3c(=O)[nH]cnc32)cc1	u	0.0	-8.4%	-5.1%	-7.4%	-10.5%	u	2.8%	-3.7%
COc1cccc(CNC(=O)CCCCCn2c(=O)[nH]c3cc(OC)c(OC)cc3c2=O)c1	-4.1%	-1.6	-16.7%	32.8%	-8.2%	-12.2%	u	42.8%	x
CC(=O)Nc1ccc(NC(=O)C2CC(=O)N=C(N)S2)cc1 (centres undefined)	-9.4%	-5.4	-7.4%	8.0%	15.4%	-2.1%	0.0%	8.8%	-0.2%
O=C(c1ccoc1)N1CCC2(CCCN(Cc3ccc(F)c(F)c3)C2)C1 (centres undefined)	-9.1%	-4.4	-0.8%	-25.7%	16.2%	-16.5%	172.0%[activator]	-0.3%	46.7%[activator]
COc1ccc(CNc2nc3nc(C)cc(C)n3n2)cc1OC	2.2%	-2.6	-13.7%	21.3%	21.5%	0.1%	-21.4%	6.7%	17.0%
CN(CC(=O)Nc1cccc(S(=O)(=O)N2CCCC2)c1)CC(=O)Nc1ccc(Cl)c(C(F)(F)F)c1	-21.7%	-4.2	-17.9%	-21.5%	1.8%	x	1.0%	x	12.9%
COc1ccccc1C(=O)NC(=O)COC(=O)c1ccc(Cl)nc1	-3.2%	-6.1	-21.7%	-1.0%	-3.4%	x	-12.9%	x	6.0%
CCOc1ccc(NC(=O)N(CCC(C)C)C(C)c2ccco2)cc1 (centres undefined)	-25.6%	4.7	-9.6%	-10.5%	-2.6%	-20.6%	3.7%	14.5%	-3.2%
O=C(CSc1nnc(Cc2cccs2)n1C1CCCCC1)N1CCN(C(=O)c2ccco2)CC1	-4.6%	-12.1	4.1%	-8.7%	-3.3%	-17.4%	-7.6%	22.4%	-1.8%
CC12CCC(C(=O)N3CCCc4ccccc43)(OC1=O)C2(C)C (centres undefined)	-16.3%	-1.6	2.5%	-10.2%	-8.0%	u	-15.8%	28.0%	3.6%
c1ccc(OCc2nnc(-c3ccccc3)o2)cc1	-17.1%	-0.7	4.6%	-16.8%	9.9%	-11.6%	11.2%	u	19.6%
COc1cc2c(cc1OC)C(c1cccc(OC)c1OC)CC(=O)N2 (centres undefined)	2.9%	0.0	-4.1%	u	7.0%	-5.4%	0.0%	-0.5%	-5.0%
Continuation.
SMILES	Pol eta inh	LDHA block	POLK inh	RGS4 inh	ERG Ets-DNA blk	Apoferritin bind	ALOX12 inh	POLB inh	APEX1 inh
C=CCOC(=O)C1=C(C)NC(=O)NC1c1ccc(OC(=O)c2ccco2)c(OC)c1 (centres undefined)	-15.7%	-2.7	-7.0%	-22.0%	-3.3%	-20.1%	0.0%	0.0%	1.2%
CSc1nnc(-c2ccccc2)n1C	2.6%	-15.7	2.8%	25.2%	x	7.0%	17.1%	23.4%	20.4%
O=C(CNCc1ccc(F)cc1)Nc1ccc(C(=O)N2CCCCC2)cc1	-4.7%	-23.0	-5.1%	0.4%	2.9%	-14.5%	u	2.6%	54.6%[activator]
O=C(NCCc1ccccc1)c1ccc(CSc2nc3ccncc3n2Cc2ccccc2F)cc1	-16.0%	0.5	5.2%	-6.6%	9.1%	30.1%[activator]	-10.2%	-9.9%	x
C=CCn1c(=S)[nH]c2sccc2c1=O	-3.4%	-8.1	-7.8%	-32.4%	0.6%	-5.9%	u	-12.9%	1.1%
COc1cc2c(cc1OC)C(=S)NC(C)(C)C2	8.3%	-2.1	-12.9%	-6.8%	x	-1.6%	u	27.4%	6.0%
CCSc1oc(-c2ccco2)nc1S(=O)(=O)c1ccc(Br)cc1	u	3.6	-23.3%	-33.2%	-16.8%	-15.0%	u	u	x
O=C(O)c1ccc(Sc2nnc(-c3cccc(Br)c3)o2)c([N+](=O)[O-])c1	-5.6%	2.1	-2.7%	-33.9%	-1.3%	-7.8%	0.0%	7.3%	-2.8%
Cc1ccccc1Nc1nc(N)nc(COC(=O)c2cccc(S(=O)(=O)N(C)C)c2)n1	-12.7%	8.3	-12.5%	-13.1%	-2.8%	-3.2%	-20.7%	8.1%	18.0%
CS(=O)(=O)Nc1nnc(CCc2ccccc2)s1	-21.0%	-1.0	-2.0%	7.8%	-6.7%	-13.2%	27.7%	7.3%	28.5%
Cc1cc2[nH]c(=O)c(=O)[nH]c2cc1S(=O)(=O)Nc1cccc(F)c1	-13.6%	0.8	6.4%	9.9%	-3.5%	-8.6%	-10.2%	11.6%	2.3%
CCc1ccc(-c2cn3c(n2)SCC3)cc1	-15.3%	-0.2	-0.5%	-20.5%	9.9%	-15.4%	u	11.3%	4.5%
CCOc1ccc(CNC(=O)Cn2ccc3cc(S(=O)(=O)N4CCCCC4)ccc32)cc1	-6.8%	1.8	4.6%	12.9%	-0.8%	6.0%	-19.4%	-17.3%	x
Cc1ccc2c(c1)-c1nc(-c3ccccc3)cc(-c3ccccc3)c1CO2	-21.2%	-5.1	13.1%	-30.2%	1.1%	-7.5%	-19.5%	5.3%	x
CC(C)Sc1nnc(SCC(=O)NCCCN2CCCC2=O)s1	-19.1%	-7.0	1.3%	24.6%	-11.0%	x	4.8%	x	31.6%
CCn1nc(C(=O)OCC(=O)c2cc(C)n(Cc3cccs3)c2C)c2ccccc2c1=O	-6.7%	0.4	-11.4%	-23.6%	-1.2%	-3.4%	9.9%	u	-3.8%
Cc1cc(C)n(CCNC(=O)CC2C(=O)NCCN2Cc2ccc(C)o2)n1 (centres undefined)	-6.1%	-8.2	-9.2%	20.4%	-0.6%	-3.8%	-14.2%	-1.3%	-0.8%
O=S(=O)(O)c1cccc2c(N=Nc3ccc(O)c4ncccc34)cccc12	3.16µM*	0.1	-99.2%	-5.9%	-5.5%	3.0%	x	u	23.8µM*
Cc1ccc(C(=O)N2CCN(Cc3ccc4c(c3)OCO4)CC2)cc1[N+](=O)[O-]	-6.0%	-1.4	1.0%	10.3%	9.0%	-14.9%	-11.2%	-1.9%	-5.2%
COc1ccccc1NC(=O)C1=C(C)Nc2nnnn2C1c1ccccn1 (centres undefined)	1.5%	-2.1	-21.6%	-26.4%	-0.4%	-7.0%	0.0%	1.0%	2.2%
COc1ccc2cc(S(=O)(=O)NCc3cccnc3)ccc2c1	-23.0%	-5.0	0.0%	-7.6%	-5.8%	2.0%	-17.8%	42.6%	-0.6%
Cc1nnc(SCc2ccccc2)c2cc3sccc3n12	x	-6.5	-9.0%	-3.9%	3.8%	2.0%	-21.8%	5.4%	x
C=CCNc1sc(C(=O)c2ccc(C)cc2)c(N)c1C#N	2.1%	-8.5	-9.1%	-21.4%	-0.4%	188.2%[activator]	0.0%	26.2%	-9.5%
CCCCCCCCCCCCCCCC(=O)NC(C)C	x	x	-7.3%[19.4 µM]	336.6%[activator][56.9 µM]	x	x	0.0%	x	-6.3%

High-throughput results (PubChem)
